Assay outcomes from PubChem BioAssay.
FUS yeast rescue: qHTS for Suppressors of FUS Proteinopathy: Primary screen using FUS-linked yeast assay; S. cerevisiae FUS-expressing, growth rescue, OD600, 24 h; Potency, µM (series often up to 76.6 µM), without a hit: at the top dose growth rescue (activation), usual class: activators; 390,000 compounds, 0.24% hits; AID 1347120, 2019;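 also: potency is read from the fitted curve at half-maximal effect; plate controls were DMSO vehicle for no effect and reference control for full effect; nearly all actives have a fitted effect of over 55% in size; some results filed as inactive show a strong effect at the top dose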
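Steps: raffinose overnight preculture; dilution to OD 0.005 in 2% galactose minimal medium; compound addition (concentration series); 24hr at 30C, 99% humidity; absorbance read at 600 nm.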
TDP43 rescue: qHTS of TDP-43 Inhibitors; 410,000 compounds, 1.8% hits; TDP-43 expressing yeast growth rescue, BacTiter-Glo, 24 h; Potency, µM (series often up to 46.1 µM), without a hit: top-dose growth rescue (activation), most hits filed as activators; also: potency is read from the fitted curve at half-maximal effect; % of control where 0% means no effect; nearly all actives have a fitted effect of over 50% in size
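Luminescence from BacTiter-Glo reports growth of TDP-43-expressing yeast after 24 hr at 30 deg C with compound. Cells were raffinose-pregrown to mid-log, then seeded in galactose medium at OD600=0.02.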
aSyn yeast inh: qHTS of alpha-syn Inhibitors; Yeast expressing alpha-synuclein, growth rescue, BacTiter-Glo, 24 h; Potency, µM (top dose mostly 46.1 µM), for inactives: at the top dose growth rescue (activation), actives largely listed as activators; 370,000 compounds, 0.14% hits; AID 652106, 2013; also: potency is read from the fitted curve at half-maximal effect; % of control where 0% means no effect; nearly all actives have a fitted effect of over 65% in size
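Screening used galactose-induced yeast with toxic alpha-synuclein levels, exposed to compound for 24 hr at 30 deg C. Cell growth, read with BacTiter-Glo luminescence, gave the measured signal.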
Abeta yeast res: qHTS for compounds that reverse cellular toxicity of Amyloid beta (A-beta) peptide in yeast: Primary Screen | Potency, µM (top dose mostly 46.1 µM), for the others: top-dose growth rescue, most hits filed as activators | yeast expressing A-beta42, growth rescue, OD600, 48 h; response scale: 0% DMSO, 100% iron-clioquinol control | 410,000 compounds, 0.063% hits; also: potency is read from the fitted curve at half-maximal effect; nearly all actives have a fitted effect of over 55% in size
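Yeast A-beta toxicity model in growth medium with pinned compounds, 48 h at 30 C; growth read as absorbance at 600 nm. Normalized to FeCl3/clioquinol equimolar mix (positive) and DMSO (negative).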
DRD3 antagonist: qHTS of D3 Dopamine Receptor Antagonist: qHTS; 360,000 compounds, 2.5% hits; AID 652054, 2013; max response, negative = inhibition, %; D(3) dopamine receptor (Homo sapiens), P35462; D3R cells, DiscoveRx beta-arrestin luminescence, antagonist mode; hits give low values; in the data active = max response below about -50%; inconclusive = no clear call, values can overlap the other calls; also: % is scaled to controls: 0 for no effect and ±100 for the full control effect; mostly tested at two doses, the higher about 12 µM
Target sequence (P35462 whole entry, looked up): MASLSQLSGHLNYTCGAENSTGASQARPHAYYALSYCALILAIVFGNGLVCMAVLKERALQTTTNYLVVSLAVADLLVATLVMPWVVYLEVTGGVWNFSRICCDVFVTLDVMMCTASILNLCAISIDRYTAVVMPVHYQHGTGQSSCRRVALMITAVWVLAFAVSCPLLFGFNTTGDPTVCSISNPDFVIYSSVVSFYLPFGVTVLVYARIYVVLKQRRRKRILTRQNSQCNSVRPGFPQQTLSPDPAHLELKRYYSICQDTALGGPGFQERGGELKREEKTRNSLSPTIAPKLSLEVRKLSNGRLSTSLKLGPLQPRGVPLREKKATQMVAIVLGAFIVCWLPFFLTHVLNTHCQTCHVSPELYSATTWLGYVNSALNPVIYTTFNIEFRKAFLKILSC
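Cells expressing the human receptor were seeded at 1500 cells/well, incubated overnight at 37 degrees C in 5% CO2, then exposed to library compounds with dopamine controls for 90 minutes at 37 degrees C before luminescent detection.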
GLP-1R agonist: qHTS of GLP-1 Receptor Agonists. Glucagon-like peptide 1 receptor (Homo sapiens), P43220. HEK293 GLP-1R CRE-luciferase, luminescence, 4-6 h; cells express a hypersensitive GLP-1R form. Potency, µM (highest dose often 45.6 µM), for the others: at the top dose activation, actives largely listed as activators. 380,000 compounds, 0.007% hits; also: potency is read from the fitted curve at half-maximal effect; % of control where 0% means no effect
PTHR1 agonist: qHTS for PTHR1 Agonists: Primary Screen; Parathyroid hormone/parathyroid hormone-related peptide receptor (Homo sapiens), Q03431; HEK293 GP2 PTHR1 cells, GloSensor cAMP luminescence, 1 h; Potency, µM (doses to about 115 µM), for inactives: top-dose activation, hits mostly activators; 410,000 compounds, 0.075% hits; AID 743266, 2014; also: potency is read from the fitted curve at half-maximal effect; nearly all actives have a fitted effect of over 55% in size; some results filed as inactive show a strong effect at the top dose; inactives centre near -15; many of its hits are not listed in these tables
Target sequence (Q03431 whole entry, looked up): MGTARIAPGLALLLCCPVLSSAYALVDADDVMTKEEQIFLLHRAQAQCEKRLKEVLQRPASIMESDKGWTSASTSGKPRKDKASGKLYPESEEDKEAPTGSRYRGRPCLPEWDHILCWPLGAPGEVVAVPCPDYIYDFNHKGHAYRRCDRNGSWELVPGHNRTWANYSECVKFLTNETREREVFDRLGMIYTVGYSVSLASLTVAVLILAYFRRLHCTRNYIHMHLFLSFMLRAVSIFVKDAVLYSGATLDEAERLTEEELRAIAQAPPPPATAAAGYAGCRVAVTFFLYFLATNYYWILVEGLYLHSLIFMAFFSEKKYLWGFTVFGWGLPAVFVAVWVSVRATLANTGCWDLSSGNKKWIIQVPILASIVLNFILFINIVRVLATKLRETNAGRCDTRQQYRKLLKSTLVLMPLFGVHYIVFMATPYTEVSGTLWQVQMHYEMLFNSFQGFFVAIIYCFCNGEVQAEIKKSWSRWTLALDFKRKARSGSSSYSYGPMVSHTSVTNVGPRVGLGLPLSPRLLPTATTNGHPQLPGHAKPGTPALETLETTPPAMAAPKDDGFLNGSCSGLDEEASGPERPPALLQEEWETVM
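HEK-293-derived GP2 cells expressing PTHR1 and a GloSensor cAMP reporter, 3,000/well, plated overnight, given luciferin plus IBMX (each 0.5 mM as added) for 1 h at 37 °C, then compound for 1 h at 37 °C. Luminescence was read after 15 min at room temperature.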
Akt phos inh: HTS Assay for Inhibitors of Akt Phophorylation: Primary Screen; Neuro2A IGF-stimulated pAkt S473 HTRF, 20 min; hits give low values; activity change, % for hits at 50 µM; 360,000 compounds, 0.32% hits; in the data active = activity change below about -80%; inconclusive = mostly about -51% to -80%; also: % is scaled to controls: 0 for no effect and ±100 for the full control effect
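Neuro2A cells in DMEM with 0.5% FBS, overnight at 37 deg C, given compound at single 50 µM final, then IGF (6 nM final) for 20 min at 37 deg C. Lysed; phospho-Akt Ser473 by HTRF after 24 h, 665/615 ratio.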
GLP-1R inv ag: qHTS of GLP-1 Receptor Inverse Agonists (Inhibition Mode). Glucagon-like peptide 1 receptor (Homo sapiens), P43220. 410,000 compounds, 1.6% hits. AID 624417, 2012. HEK293 GLP-1R CRE-luciferase, luminescence, 24 h; GLP-1R form is constitutively active. Potency, µM (highest dose often 38.3 µM), for inactives: at the top dose activity change, negative = inhibition, most hits filed as inhibitors; also: potency is read from the fitted curve at half-maximal effect; % is scaled to controls: 0 for no effect and ±100 for the full control effect; nearly all actives have a fitted effect of over 55% in size
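Readout was luciferase luminescence, measured 12 min after detection reagent at room temperature. Beforehand, GLP-1R reporter HEK293 cells had sat 12 h, then received compounds for 24 hr at 37 deg C.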
Active calls of the source: *; i = inactive; ? = inconclusive; . = no result given; [ ] = another dose, or the depositor's remark. Unless noted, calls follow the shape of the dose curve; as a rule, active = well fitted curve in the direction sought with a large enough effect; inconclusive = small, poorly fitted or top-dose-only effect, or another doubt; inactive = no such curve, though single readings can be large; an effect the other way counts as inactive or inconclusive. Some of the compounds tested, so the mix of outcomes need not match the whole.

No.	SMILES	FUS yeast rescue	TDP43 rescue	aSyn yeast inh	Abeta yeast res	DRD3 antagonist	GLP-1R agonist	PTHR1 agonist	Akt phos inh	GLP-1R inv ag
1	Cc1c(C(=O)OCC(=O)c2ccc3c(c2)OCCO3)oc2ccccc12	-5.2%	-7.3%	0.2%	0.6%	23.5	5.8%	-50.7%[inhibitor]	i	?
2	Cc1noc(C)c1COc1ccccc1C(=O)NNC(=O)c1ccccc1F	.	22.7%	?	-20.0%	1.1	2.1%	i	i	21.7%
3	O=C(N/N=C/c1ccoc1)c1cc(Br)ccc1O	43.4%	5.2%	-14.3%	1.4%	3.1	-4.9%	i	i	-16.2%
4	O=C(Cc1csc2nc(-c3ccc(F)cc3)cn12)NCc1ccccc1	13.9%	11.7%	.	-0.1%	.	.	i	.	-2.2%
5	Cc1ccccc1-c1nnc(SCC(=O)NCc2ccc3c(c2)OCO3)n1C	16.7%	8.3%	1.3%	3.8%	11.0	-12.1%	-0.9%[57.5 µM]	i	-1.5%
6	O=C(NCc1ccc(F)cc1)C(Cc1ccccc1)NS(=O)(=O)c1cccs1 (configuration not stated)	3.1%	-1.6%	4.6%	12.0%	-9.8	-0.3%	i	i	-17.2%
7	CC(OC(=O)Cc1coc2ccc3ccccc3c12)C(=O)Nc1ncc(Cl)cc1Cl (configuration not stated)	.	?	1.9%	-8.8%	-7.7	-1.6%	-10.1%	i	?
8	CCOC(=O)C1(CC2CCCCO2)CCN(Cc2nc3ccccc3[nH]2)CC1 (configuration not stated)	-12.2%	10.3%	-3.0%	-4.5%	-4.0	-2.1%	-44.1%[inhibitor]	i	5.5%
9	Nc1cc(N)cc(C(=O)OCC(=O)Nc2cc(S(=O)(=O)N3CCCCC3)ccc2Cl)c1	30.3%	1.1%	0.2%	9.3%	16.4	-8.9%	i	i	11.6%[0.307 µM]
10	CCC(C)N(C(=O)Cn1nnc2ccccc21)C(C(=O)Nc1ccc(F)cc1)c1cccc(OC)c1 (configuration not stated)	29.2%	-17.0%	4.1%	0.4%	9.8	0.2%	i	i	?
11	CN1C(=O)[C@@H]2[C@H](C1=O)[C@@H]1C(=O)Nc3ccccc3C(=O)N1[C@@H]2c1cccc(Br)c1	-3.4%	0.3%	0.0%	13.1%	17.6	4.2%	-23.2%	i	10.4%
12	N#Cc1ccc2c(c1)NC(=O)C1CCCN21 (configuration not stated)	8.1%	-2.3%	-9.1%	-10.4%	8.3	5.5%	-40.9%[inhibitor]	i	8.8%
13	CCOc1ccccc1NC(=O)CSc1nnc(CNC(=O)c2ccco2)o1	18.4%	1.1%	-2.1%	3.7%	-13.6	-2.3%	i	i	0.1%
14	CC12CCC(=O)N1C(C(=O)NNC(=O)c1ccccc1Cl)CS2 (configuration not stated)	-14.2%	-8.4%	-6.8%	-3.4%	-9.5	9.8%	-10.0%	i	1.5%
15	Cc1ccc(S(=O)(=O)N(C)c2ccc(C(=O)N3CCOCC3)cc2)cc1	-29.0%	-14.8%	0.0%	-24.0%	-6.1	5.4%	i	i	8.7%
16	CCCCCCSc1ccc([C@@H]2[C@H]3C(=O)N(C)C(=O)[C@H]3[C@]3(C(=O)OC)CCCCN23)cc1	44.1%	1.8%	0.1%	5.8%	-12.7	6.4%	-9.5%	i	-28.8%
17	c1ccc(C2=Nc3cccnc3C(c3ccccc3)=NN2)cc1	20.8%	.	7.6%	-5.8%	-23.9	16.8%	-8.9%	i	57.6%[activator]
18	Cc1cccc(NC(=O)Nc2nnc(N3CCCC3)s2)c1	-21.4%	21.1%[9.22 µM]	.	-20.9%	.	.	-22.9%	.	4.9%
19	Cc1ccc(NC(=O)c2ccc3c(c2)OCO3)cc1S(=O)(=O)N1CCOCC1	-0.4%	23.7%	3.0%	-12.7%	1.5	-0.3%	-32.1%[inhibitor]	i	-10.7%
20	O=c1c2ccccc2nc(-c2ccc([N+](=O)[O-])cc2)n1O	3.5%	-57.9%[inhibitor][9.22 µM]	?	-30.1%	-1.4	0.9%	-1.0%	i	-10.4%[7.66 µM]
21	CC(OC(=O)c1cc(=O)[nH]c2ccccc12)C(=O)c1ccccc1 (configuration not stated)	16.7%	0.0%	-0.7%	-5.5%	-10.2	3.3%	i	i	8.7%
22	COc1ccc(NC(=O)CCCC2CCCCC2)cc1S(=O)(=O)N1CCCCC1	.	-13.9%	2.5%	0.3%	0.0	-1.0%	-23.1%	i	?
23	COc1cccc(-n2nc(C(C)=O)c(C#N)c2-c2ccco2)c1	-5.2%	-4.3%	-5.5%	-10.0%	-3.3	-4.9%	i	i	45.1%[activator]
24	CC1(C)O[C@H]2[C@@H](O1)[C@@H](C(=O)Nc1ccccc1C(F)(F)F)O[C@@H]1OC(C)(C)O[C@@H]12	6.0%	0.3%	.	-6.0%	.	.	-33.1%[inhibitor]	.	6.1%
25	CCC(C)c1ccc(NC(=O)C2=CC=CN3CCS(=O)(=O)N=C23)cc1 (configuration not stated)	-2.9%	12.0%	4.2%	-13.0%	-25.8	-4.5%	-42.4%	i	9.0%

Later entries
No.	SMILES	FUS yeast rescue	TDP43 rescue	aSyn yeast inh	Abeta yeast res	DRD3 antagonist	GLP-1R agonist	PTHR1 agonist	Akt phos inh	GLP-1R inv ag
26	Cc1nn(CCOc2ccccc2)c(=O)n1-c1ccc(Cl)cc1	11.4%	21.9%	8.5%	0.6%	-14.9	7.8%	i	i	15.3%
27	O=C(Nc1cccc(Cl)c1)N1CCOCC1	-22.1%	-10.2%	-3.1%	-3.0%	-9.1	-3.4%	7.5%	i	12.1%
28	CCOC(=O)Cn1c(=O)n(C2CCCCC2)c2nc(-c3ccc(C(C)C)cc3)nc(C(N)=O)c21	-3.3%	0.0%	1.9%	5.2%	.	-5.1%	-21.1%	.	-9.0%
29	Cc1ccc(S/C=C\C(=O)c2ccccc2)cc1	3.8%	-12.1%	4.3%	-11.2%	-52.8*	-19.3%	i	?	7.5%
30	COc1cccc(CNS(=O)(=O)c2ccc(N3CCCCS3(=O)=O)cc2)c1	-6.4%	11.8%[9.22 µM]	.	-19.4%	.	.	-24.7%	.	-20.6%
31	CN(Cc1ccc(F)cc1)S(=O)(=O)c1nnc(NC(=O)c2ccc(F)cc2)s1	2.8%	18.9%	.	-5.8%	.	.	-28.8%	.	-15.8%
32	CC(C)CC1NC(=O)N(CC(=O)NC2CCCCC2)C1=O (configuration not stated)	2.2%	-12.1%	-1.2%	-9.6%	1.7	5.6%	-16.0%	i	18.3%
33	O=C(Nc1nnc(CC(=O)N2CCOCC2)s1)C1COc2ccccc2O1 (configuration not stated)	14.9%	-10.1%	-2.6%	-0.1%	6.2	-10.2%	i	i	16.9%
34	COc1cccc(NC(=O)CSc2nc3c(sc4ccccc43)c(=O)n2CCCN2CCCC2)c1	?	-17.9%	-3.8%	.	?	14.9%	?	i	10µM*
35	COc1ccc(CCNC(=O)c2ccc(COc3ccccc3OC)o2)cc1	8.8%	-2.1%	-7.3%	-9.0%	-5.8	8.8%	-7.5%	i	-14.2%
36	O=C(c1ccccc1)c1cccc(NC(=O)C2CC2)c1	13.9%	26.6%	-16.2%	-12.6%	1.4	-0.6%	-1.9%[57.5 µM]	i	2.4%
37	Nc1ccc(S(=O)(=O)NN=Cc2ccccc2[N+](=O)[O-])cc1	5.5%	-5.6%	-6.9%	3.9%	-8.4	14.5%	i	i	20.6%
38	COc1ccc(-c2nc3c(-c4ccc(Cl)cc4)cnn3cc2C)cc1F	-11.0%	15.5%	-0.5%	2.8%	14.1	-0.8%	-26.5%	i	16.7%
39	CC1(C(=O)N2CC3(CC(c4cccc([N+](=O)[O-])c4)=NO3)C[C@H]2C(=O)NCC(N)=O)CC1 (some centres not stated)	-16.4%	25.6%	-7.0%	-10.6%	-29.5	1.8%	i	i	-11.3%
40	O=C(CCSCc1ccccc1Cl)NC1CCCCC1	11.6%	0.0%	0.9%	-5.7%	-6.4	16.7%	-3.8%	i	?
41	CCc1ccc(-c2nn(CC(=O)NC3CCCCC3)c3c2cnc2ccc(OC)cc23)cc1	-13.0%	?	.	-2.4%	.	.	-29.8%	.	8.0%
42	CCOC(=O)N1CCN(C(=O)c2ccc3c(=O)n(-c4ccccc4F)c(=S)[nH]c3c2)CC1	11.1%	-22.7%	-6.3%	1.6%	-0.4	-3.3%	-37.1%	i	8.6%
43	CC1C(=O)N2CCCc3cc(NC(=O)C4CCCCC4)cc1c32 (configuration not stated)	12.4%	10.9%	4.6%	11.9%	14.5	10.1%	i	i	36.4%[activator]
44	COC(=O)CCc1c(C)c(C#N)c2nc3ccccc3n2c1N1CCCC1	8.0%	-21.3%	3.2%	-0.1%	10.7	-7.0%	i	i	4.4%
